IkB signaling: IkB pathway inhibition in ABC-DLBCL cells; ABC-DLBCL IkBa-CBG/CBR dual luciferase ratio, 4 h; response scale: scaled: untreated 0%, proteasome inhibitor 100%; Potency, µM (highest dose often 57.1 µM), for the others: at the highest dose IkBa stabilization activation; 110,000 tested, 0.04% active; AID 445; active = well fitted curve in the direction sought with a large enough effect in the signal ratio, not every such curve was filed as active; inconclusive = small, poorly fitted or top-dose-only effect, or a change in a side signal; the % refers to the signal ratio;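 also: the direction sought is a rising ratio; 0% = basal untreated cells and 100% = reference inhibitor full response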
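In this assay, an IκBα–CBG68 fusion accumulates when IKK-driven degradation is blocked; native CBR normalizes for cell number. OCI-Ly3 cells were treated 4 h with compound and doxycycline, then green and red light read after Chroma-Glo addition.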
Imprint erasure: genomic imprint erasure induction | mouse ES Peg3-LacZ reporter, beta-gal luminescence, 40 h | Potency, µM (series often up to 60.7 µM), for inactives: at the highest dose activity change, positive = activation, hits mostly activators | 110,000 tested, 0.02% active | AID 1948;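 also: 0% = negative control wells on the plate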
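Each well holds 300 Peg3LacZ-Neo (maternal) female ES cells incubated 40 h at 37C, 5% CO2. LacZ is measured by BetaGlo luminescence, with AC50 and maximum efficacy derived from dose-response curves.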
p53ts 32C tox: kills p53ts cells at the permissive temperature | AID 924 | H1299-p53A138V at 32C, ATP luminescence viability, 24 h | 130,000 tested, 0.93% active | Potency, µM (top dose mostly 46.1 µM), for inactives: at the top dose activity change, negative = cytotoxicity, most hits filed as cytotoxic;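 also: 0% = DMSO and -100% = full killing by reference compound; nearly all actives have a fitted effect of over 55% in size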
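H1299-p53 A138V cells (temperature-sensitive p53) exposed 24 h to up to 46 uM compound at 32C, where p53 is wild-type in conformation. Viability read as ATP luminescence and normalised to DMSO and 100 uM tamoxifen. AC50 fitted with the Hill equation.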
p53ts 39C tox: cytotoxicity in p53ts cells at nonpermissive temperature; H1299-p53A138V viability at 39C, ATP luminescence, 24 h; Potency, µM (doses to about 46.1 µM), inactives show at the top dose activity change, negative = cell killing, hits mostly cytotoxic; 130,000 tested, 1.5% active; AID 902; also: nearly all actives have a fitted effect of over 55% in size
* hit, by the source's call; u = inconclusive; x = no result given; & = joins results of further samples; [ ] = remark or other dose. Unless noted, calls follow the shape of the dose curve; as a rule, active = well fitted curve in the direction sought with a large enough effect; inconclusive = small, poorly fitted or top-dose-only effect, or another doubt; inactive = no such curve, though single readings can be large; an effect the other way counts as inactive or inconclusive. Unless noted, % is scaled to controls: 0 for no effect and ±100 for the full control effect; potency is read from the fitted curve at half-maximal effect.

Structure	IkB signaling	Imprint erasure	p53ts 32C tox	p53ts 39C tox
Cc1ccc2c(c1)NC(=O)c1cccnc1O2	0.8%	-7%[10.9 µM]	-7%	0%
O=C(CCN1CCCCC1)NCNC(=O)CCN1CCCCC1	1.8%	-6%	-12%	-8%
Cc1ccc(CCNC(=O)c2ccc3c(c2)nc2n3CCCCC2)cc1	u	-12%[10.9 µM]	-23%	-18%
Cc1cc(C)n2c(SCc3c(C)noc3C)nnc2n1	1.3%	2%	9%	39%[activator]
O=C(NCc1cccs1)N[C@@H](Cc1ccccc1)C(=O)O	0.5%	u	7%	8%
Cc1ccc2c(Sc3ccc(Cl)cc3)c(C(=O)N3CCCCC3)[nH]c2c1	u	-8%[10.9 µM]	-14%	-11%
O=C(COC(=O)C1CC1)c1c[nH]c2ccccc12	2.3%	-24%	1%	-1%
O=C(CSCc1ccco1)c1ccc(Cl)s1	0.9%	-12%	-7%	0%
Cn1c(=O)c2c(-c3ccccc3Br)n(Cc3ccccc3)cc2n(C)c1=O	u	-13%[10.9 µM]	9%	-13%
Cc1cc(C)c2c(=O)n(CC(=O)N3CCC(Cc4ccccc4)CC3)sc2n1	-0.5%	-76%[inhibitor]	-1%	7%
COc1cccc(CN2CCN(c3cccc(C(F)(F)F)c3)CC2)c1OC	2.3%	-15%	-4%	2%
O=C(O)CCn1c(=S)oc2ccccc21	x	x	-2%	-6%
Cc1ccc(-n2nc(CO)c(C(=O)NCCO)n2)cc1	-1.2%	-20%[10.9 µM]	u	u
COc1ccc(OC)c(NC(=O)c2nnn(CC(=O)Nc3ccc(C(C)C)cc3)c2N)c1	-1.7%	-3%[10.9 µM]	u	u
O=C(CCSCc1ccc(Cl)cc1)NCCc1ccccc1	-0.1%	10%[10.9 µM]	10%	-27%
N=c1c(C(=O)NCC2CCCO2)cc2c(=O)n3ccccc3nc2n1CCCO (stereo not drawn)	-0.3%	-12%[10.9 µM]	-4%	13%
CCOC(=O)c1cccc(NS(=O)(=O)c2c(C)[nH]c(=O)[nH]c2=O)c1	0.9%	-9%	4%	-11%
CC(c1nc2ccccc2o1)N1C(=O)c2ccccc2C1=O (stereo not drawn)	x	x	5%	5%
CCCCOc1ccc(-c2cc3c(=O)n(CC(=O)Nc4ccc(Cl)cc4Cl)ccn3n2)cc1	0.1%	13%[10.9 µM]	9%	-4%
CCCn1c(=O)n(-c2ccccc2)c(=O)c2sc3ccccc3c21	-0.7%	5%[10.9 µM]	5%	1%
CCOC(=O)CC(=O)CSc1nc2nc(C)cc(C)n2n1	1.6%	-13%	4%	13%
Cc1ccc2[nH]c(=O)c3cc(C(=O)NCCCN4CCC(C)CC4)sc3c2c1	0.5%	-8%[10.9 µM]	0%	u
Cc1ccc(NC(=O)CSCc2c(C)noc2C)cc1C	-0.8%	-3%	-2%	-5%
O=C(Nc1cc(C(F)(F)F)ccc1N1CCOCC1)C1Cc2ccccc2CN1C(=O)c1ccco1 (stereo not drawn)	u	-21%	-2%	-8%
N#Cc1c(Nc2cccc(F)c2)sc(C(=O)c2ccc(Cl)cc2)c1N	u	-11%[10.9 µM]	-6%	-22%
CCCS(=O)(=O)N1CCC(N2CCN(Cc3ccc(C)cc3)C(=O)C2=O)CC1	0.6%	-4%[10.9 µM]	3%	-15%
Cc1noc(C)c1COC(=O)COc1cccc2c1OC(C)(C)C2	0.6%	3%	0%	-3%
COc1ccc(NC(=O)c2ccco2)cc1NC(=O)c1ccc(C#N)cc1F	-3.2%	8%[10.9 µM]	-6%	6%
Cc1ccc(CN2CCCn3nc(C(=O)NC(C)C)cc3C2=O)cc1	2.6%	u	4%	-2%
O=C1c2ccccc2C(=O)N1CCC(=O)N1CCCc2ccccc21	1.5%	-5%	4%	6%

Molecules shown so far that contain a COOH group (2):
Structure	IkB signaling	Imprint erasure	p53ts 32C tox	p53ts 39C tox
O=C(NCc1cccs1)N[C@@H](Cc1ccccc1)C(=O)O	0.5%	u	7%	8%
O=C(O)CCn1c(=S)oc2ccccc21	x	x	-2%	-6%

Continuation.
Structure	IkB signaling	Imprint erasure	p53ts 32C tox	p53ts 39C tox
Cc1ccc(-c2nnc3c4ccccc4c(C)nn23)cc1NC(=O)c1cccc(Br)c1	5.1%	-11%[10.9 µM]	5%	5%
CCOC(=O)c1ccc(Nc2nnc(C(C)(C)C)c(=O)[nH]2)cc1	u	-16%	0%	-4%
CCOC(=O)c1ccc(NC(=O)CCCc2nc(-c3cc(OC)c(OC)c(OC)c3)no2)cc1	u	-14%[10.9 µM]	13%	8%
O=c1[nH]c(CS(=O)(=O)c2ccccc2)nc2ccccc12	u	9%	-3%	5%
COC(=O)CC1[C@@]2(C)C[C@@]34OC5(C)OC6(CC[C@@]7(C)C(c8ccoc8)OC(=O)C(C(C)=O)C7[C@]6(O5)C(O)[C@@]3(O)C2O)[C@]14C (stereo partly drawn)	x	-12%	-4%	16%
Cc1ccc(NC(=O)CN2C(=O)C(C)(C)c3cc(S(=O)(=O)N4CCCCC4)ccc32)c(Br)c1	2.5%	17%[10.9 µM]	-4%	-18%
CCOc1cccc(C(=O)Nc2ccc3oc(-c4cccnc4)nc3c2)c1	u	5%[10.9 µM]	-22%	-21%
O=C(c1cccc(F)c1)N1CCC2(CCN(Cc3ccccc3)CC2)CC1	2.6%[11.4 µM]	x	-15%	1%
CC(C)=CCCC(C)NC(=O)NC1CCCCC1 (stereo not drawn)	-0.5%	-4%	4%	-7%
Cc1onc(-c2ccccc2)c1C(=O)Nc1sc2c(c1C#N)CCC2	x	x	16%	11%
O=c1c(-c2cccs2)nc2cnc(Oc3cccc(Cl)c3)nc2n1C1CC1	0.7%[11.4 µM]	x	4%	11%
O=c1c2cc(N3CCOCC3)ccc2[nH]c(=S)n1CCCN1CCCCCC1	3.4%	9%	-12%	11%
Cc1ccc2[nH]c(=O)c3cc(C(=O)NC4CCC(C)CC4)sc3c2c1 (stereo not drawn)	-1.7%	-14%[10.9 µM]	0%	-4%
Cc1ccccc1CN1C(=O)CSc2ccc(C(=O)N3CCOCC3)cc21	0.3%	-12%	-15%	-7%
O[C@@H](c1cc(-c2ccc(Cl)cc2)nc2ccccc12)[C@@H]1CCCCN1	2.5%[11.4 µM]	x	6%[9.22 µM]	-16%[9.22 µM]
O=C(CC1OC(=O)c2ccccc21)Nc1ccccc1N1CCOCC1 (stereo not drawn)	2.1%	-5%	1%	0%
CCOc1ccc(C2C(C(=O)Nc3ccc(OC)cc3)=C(C)Nc3nc(CCCO)nn32)cc1 (stereo not drawn)	-0.8%	-10%[10.9 µM]	-2%	-17%
CCCNc1nc2c(c(=O)n(C)c(=O)n2C)n1Cc1cccc(C)c1	u	-15%	-1%	-13%
COc1ccc(CCNC(=O)CCN2C(=O)C3CC=CCC3C2=O)cc1OC (stereo not drawn)	-2.4%	-10%	-10%	-7%
CC(CC(=O)Nc1ccncc1)c1ccccc1 (stereo not drawn)	-3.6%	-18%	7%	3%
CCC(=O)NNc1ncnc2c1cnn2-c1ccc(C)c(Cl)c1	0.9%	-9%[10.9 µM]	-11%	-23%
CCOC(=O)c1c(NC(=O)c2cc(=O)c3c(C)cc(C)cc3o2)sc(C)c1C	u	10%[10.9 µM]	-6%	12%
CCCN(CCC)CCCNC(=O)c1cc2c(=O)[nH]c3ccccc3c2n1C	-3.1%	-10%[10.9 µM]	-4%	-9%
CCSc1nnc(Cn2c(=O)sc3ccccc32)n1-c1ccccc1C	2.6%	-18%	-1%	-1%
CCOc1ccc(N2CC(NC(=O)C3CCCCC3)CC2=O)cc1 (stereo not drawn)	u	1%[10.9 µM]	0%	6%
CCC/C=N/NC(=O)c1[nH]c2c([N+](=O)[O-])cccc2c1C	x	x	-2%	-8%
O=C(OCCN1C(=O)c2ccccc2C1=O)c1cccs1	x	x	6%	-9%
CC1CCCC(C)N1S(=O)(=O)c1ccc(S(=O)(=O)NCCc2ccncc2)cc1 (stereo not drawn)	x	x	13%	14%
CC(Sc1ccc(Br)cc1)C(N)=O (stereo not drawn)	0.0%	-6%	0%	-4%
Fc1cccc(CN2CCN(c3ncccn3)CC2)c1	-1.1%	-6%	0%	-6%

Compounds shown so far with a cyano group, in the order listed:
Structure	IkB signaling	Imprint erasure	p53ts 32C tox	p53ts 39C tox
N#Cc1c(Nc2cccc(F)c2)sc(C(=O)c2ccc(Cl)cc2)c1N	u	-11%[10.9 µM]	-6%	-22%
COc1ccc(NC(=O)c2ccco2)cc1NC(=O)c1ccc(C#N)cc1F	-3.2%	8%[10.9 µM]	-6%	6%
Cc1onc(-c2ccccc2)c1C(=O)Nc1sc2c(c1C#N)CCC2	x	x	16%	11%

(continued)
Structure	IkB signaling	Imprint erasure	p53ts 32C tox	p53ts 39C tox
NC(=O)c1ccccc1O	-0.2%	-10%&1%	-16%[1.84 µM]	13%
CC(C)N(Cc1ccccc1)S(=O)(=O)c1n[nH]c(C(C)(C)C)n1	-0.8%[11.4 µM]	-5%[10.9 µM]	-4%[9.22 µM]	-5%[9.22 µM]
O=C(NCCC1=CCCCC1)C(=O)c1c[nH]c2ccccc12	x	x	-4%	4%
COc1ccc(Cc2nnc(NC(=O)Cc3cccs3)s2)cc1	1.5%	x	-1%	0%
c1ccc(C(CCN2CC3CCC(CC3)C2)c2ccccc2)cc1	-1.2%[11.4 µM]	-14%[10.9 µM]	-4%[9.22 µM]	-7%[9.22 µM]
Cc1ccc(-c2nc3ccccc3c(=O)n2CCCN2CCOCC2)cc1	-1.1%	-16%	9%	3%
CCC(=O)N1CCCc2cc(S(=O)(=O)NCc3cccs3)ccc21	-0.7%	-9%	3%	-14%
CN(C)CCNC(=O)C(C(=O)c1ccccc1)n1ccccc1=O (stereo not drawn)	1.0%	1%	-6%	-8%
Cc1cc(C)nc(N2CCCC(C(=O)Nc3cc(F)ccc3C)C2)n1 (stereo not drawn)	-1.4%	6%	0%	-15%
C=CCOc1c(Cl)cc(/C=N/O)cc1OC	-1.5%	2%	16%	4%
O=C(NCc1ccc(Cl)cc1)c1cc(-c2cccs2)on1	-1.2%	0%	2%	2%
CCCOc1ccc2c3c(c(=O)oc2c1)CCCC3	-0.3%	-25%	-8%	-4%
Cc1ccc(C)c(NC(=O)CN2C(=O)C3(SCC(=O)N3c3ccc(C)c(C)c3)c3ccccc32)c1 (stereo not drawn)	2.2%	7%[10.9 µM]	21%	-16%
CCc1ccccc1N(C)C(=O)c1cc2c(=O)oc3ccccc3c2s1	u	-6%[10.9 µM]	1%	12%
CCCOc1ccc(C(=O)Nc2ccc3nn(-c4ccc(OC)c(Cl)c4)nc3c2)cc1	-0.6%	-4%[10.9 µM]	2%	6%
C/C(=C1/SC(N2CCOCC2)=NC1=O)c1ccc(Br)cc1	3.1%	-2%	5%	-1%
CC(C)N(Cc1nc(-c2ccccc2)no1)C(=O)C(C)(C)C	3.9%	14%	-1%	3%
Cc1c(S(=O)(=O)N2CCN(c3cccc(C(F)(F)F)c3)CC2)c(=O)n(C)c(=O)n1C	-1.0%	-11%	8%	-12%
Cc1noc(C)c1-c1nc(NC2CCNCC2)c2ccccc2n1	0.4%[11.4 µM]	7%	16%	-27%
O=C1C=C(NCc2ccco2)C2(CCCCC2)O1	-1.2%	-4%	4%	-6%
COc1ccccc1NC(=O)Cn1c(=O)n(Cc2ccc3c(c2)OCO3)c(=O)c2oc3ccccc3c21	u	16%[10.9 µM]	8%	-1%
Cc1[nH]c(=O)[nH]c(=O)c1CSc1nnc(CCCCCNC(=O)OC(C)(C)C)o1	2.7%	-3%	5%	-4%
Cc1cc(C(=O)CSc2nc3ccccc3[nH]2)c(C)n1C	0.2%	-23%	-15%	-18%
Cc1ccc(S(=O)(=O)N2CCCC(c3nc4c(nnn4Cc4ccc(OC(F)(F)F)cc4)c(=O)[nH]3)C2)cc1 (stereo not drawn)	-2.2%	-11%[10.9 µM]	11%	u
CC(C)(C)c1ccc(OCC(O)CS(=O)(=O)c2ccccn2)cc1 (stereo not drawn)	-1.4%	-14%	-10%	0%
